# High-throughput results deposited in PubChem by National Center for Advancing Translational Sciences (NCATS).
# Pin1 inh – blocks the human prolyl isomerase Pin1. Q13526. Pin1 FP peptide displacement, HiFluor488, 10 min. Potency, µM (top dose mostly 115 µM), inactives show top-dose activity, negative = inhibition, most hits filed as inhibitors. 390,000 compounds, 0.009% hits. AID 504891; active means well fitted inhibition curve with a large enough effect in the polarisation, with a control signal flat, not every such curve was filed as active; inconclusive means small, poorly fitted or top-dose-only effect, or effect the other way, or a change in a side signal; inactive means no such curve, though single readings can be large or run the other way; the % refers to the polarisation; further: potency means the concentration at half of the fitted maximal effect; on the % scale 0 is the no-effect control and ±100 the full control effect
# GLS inh – inhibitors of human glutaminase (GLS); O94925; GLS enzymatic activity, qHTS titration; Potency, µM (highest dose often 45.5 µM), inactives show at the highest dose activity change, negative = inhibition, most hits filed as inhibitors; 410,000 compounds, 0.21% hits; AID 624170; further: potency means the concentration at half of the fitted maximal effect; on the % scale 0 is the no-effect control and ±100 the full control effect
#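 Human kidney-isoform GLS in 45 mM KH2PO4 pH 8.2, 0.02% Tween-20, with compound, started with 1mM L-Glutamine (added stock). Glutamate oxidase/HRP/Amplex red coupled fluorescence read at start and after 30 min at RT.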
# BAZ2B inh – blocks human BAZ2B; AlphaScreen BAZ2B-H3K14Ac peptide displacement; Potency, µM (highest dose often 114 µM), inactives show at the highest dose activity change, negative = inhibition, most hits filed as inhibitors; 360,000 compounds, 4.4% hits; AID 504333; further: potency means the concentration at half of the fitted maximal effect; on the % scale 0 is the no-effect control and ±100 the full control effect; nearly all actives have a fitted effect of over 60% in size
#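 BAZ2B 50 nM plus b-H3(5-23)K14Ac 50 nM, PBS pH 7.4/0.01% Tween-20, 30 min RT; compound added (max 110 uM), 30 min RT; streptavidin donor/Ni-chelate acceptor beads 10 ug/mL final, 20 min dark; AlphaScreen read.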
# G9a inh – inhibitors of human histone lysine methyltransferase G9a; G9a H3K9 monomethylation, AlphaScreen, 2 h; Potency, µM (doses to about 102 µM), without a hit: at the highest dose activity, negative = inhibition, most hits filed as inhibitors; 350,000 compounds, 8.8% hits; further: potency means the concentration at half of the fitted maximal effect; on the % scale 0 is the no-effect control and ±100 the full control effect; nearly all actives have a fitted effect of over 75% in size
#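 Chemiluminescent proximity detection of H3K9 monomethylation, read after 10 min bead incubation in the dark. Reaction: 20 nM G9a, 500 nM biotin-H3K9 peptide, 20 uM SAM cofactor, 2 h, room temperature, following 15 min enzyme-compound preincubation.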
# HP1b binding inh – HP1-beta chromodomain-methylated histone interaction inhibition. AID 540317. P83916. Potency, µM (doses to about 114 µM), inactives show top-dose activity change, negative = inhibition, hits mostly inhibitors. AlphaScreen HP1-beta / biotin-H3K9me3 peptide binding. 390,000 compounds, 0.56% hits; further: potency means the concentration at half of the fitted maximal effect; nearly all actives have a fitted effect of over 70% in size; inactives centre near 23
#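 HP1-beta protein (50 nM final) preincubated 30 min at room temperature with biotinylated H3(1-18)K9me3 peptide (50 nM) in PBS pH 7.4, 0.01% Tween-20, then compound added for 30 min. AlphaScreen streptavidin donor/nickel chelate acceptor beads (10 ug/mL final), 30 min dark, luminescence read.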
# JMJD2A Tudor inh – blocks the human JMJD2A Tudor domain. O75164. AlphaScreen JMJD2A-Tudor / H3K4me3 peptide binding. Potency, µM (doses to about 114 µM), for the others: at the highest dose activity change, negative = inhibition, most hits filed as inhibitors. 390,000 compounds, 4.4% hits. AID 504339; further: potency means the concentration at half of the fitted maximal effect; on the % scale 0 is the no-effect control and ±100 the full control effect; nearly all actives have a fitted effect of over 50% in size
# POLH inh – inhibitors of human DNA polymerase eta | Q9Y253 | recombinant Pol eta, fluorescent DNA replication assay | Potency, µM (doses to about 114 µM), without a hit: at the top dose activity change, negative = inhibition, most hits filed as inhibitors | 390,000 compounds, 1.2% hits | AID 588591; further: potency means the concentration at half of the fitted maximal effect; on the % scale 0 is the no-effect control and ±100 the full control effect
#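 Pol eta at 10 nM preincubated with compounds 15 min at room temperature; reaction started with fluorescent substrate (50 nM final) and read kinetically at 0 and 10 min.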
# PI4K2A block – inhibitors of human PI4K2A; activity change, negative = inhibition, % at 76.9 µM; 420,000 compounds, 0.13% hits; Q9BTU6; purified PI4K2A, ADP-Glo luminescence, 1 h; active compounds read low; in the data active means activity change below about -50%; inconclusive means mostly about -30% to -49%;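 further: -100% = wells without enzyme as full effect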
#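 ADP-Glo luminescence measured ADP generated by PI4K2A enzyme (4 ug/mL before mixing) with 1.2 mM PI substrate (pre-mix) and 300 microM ATP (pre-mix). Tris pH7.5 buffer with MgCl2, Triton X-100; 1 h reaction at ambient temperature.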
# PGK inhibitor – blocks T. brucei phosphoglycerate kinase. PGK/GAPDH coupled, Kinase-Glo luminescence, 60 min. P07378. Potency, µM (highest dose often 57.5 µM), for inactives: at the top dose activity change, negative = inhibition, usual class: inhibitors. 380,000 compounds, 0.043% hits; further: potency means the concentration at half of the fitted maximal effect; on the % scale 0 is the no-effect control and ±100 the full control effect; nearly all actives have a fitted effect of over 60% in size
#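 Recombinant glycosomal PGK reaction used 1,3-bisphosphoglycerate generated in-well by GAPDH (100nM final) in 100mM TEA pH 7.6, 5mM MgCl2, 0.01% Tween-20. After 60 minutes at room temperature, ATP was read by Kinase-Glo Plus luminescence end-point.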
# * marks the source's active call; other numbers are inactive results; i = inactive; ? = inconclusive; . = not tested or not shown; [ ] = remark or other dose. Unless noted, the call rests on the fitted dose curve; in most records, active means well fitted curve in the direction sought with a large enough effect; inconclusive means small, poorly fitted or top-dose-only effect, or another doubt; inactive means no such curve, though single readings can be large; an effect the other way counts as inactive or inconclusive. The list is partial. The share of hits here may be higher or lower than overall.
# Each structure is followed by: Pin1 inh | GLS inh | BAZ2B inh | G9a inh | HP1b binding inh | JMJD2A Tudor inh | POLH inh | PI4K2A block | PGK inhibitor
> Cc1ccc(CNC(=O)CSc2nc3n[nH]c(C)c3c(=N)n2-c2ccccc2Cl)cc1
  15% | 6% | 1% | 36%[activator][59 µM] | 53%[activator] | -1% | -8% | -1 | -5%
> CCOC(=O)c1nc(-c2ccc(OC)c(OC)c2)no1
  -13% | -4% | -2% | 4% | 36% | ? | -5% | -1 | -2%
> CC1=C(C(=O)N(C)C)CC(CC(=O)NCc2cccs2)C(=O)N1CCCN1CCCC1=O (stereo not given)
  . | -1% | . | . | . | . | -19% | 1 | 0%
> CCN(CC)C(=O)c1sc(NC(=O)c2ccc3c(c2)OCO3)c(C#N)c1C
  -2% | 3% | -5% | ? | 14% | -35% | 2% | 1 | -4%
> COc1ccc(N2CCN(S(=O)(=O)c3ccc(-c4cc(C)no4)s3)CC2)cc1
  -6% | 9% | -4% | . | 11% | ? | 5% | -2 | -1%
> CCc1c(O)nc(SCC(=O)Nc2ccccc2C)[nH]c1=O
  -1% | 12% | 6% | -2%[12.7 µM] | 24% | -17% | -12% | -3 | -6%
> Cc1ccc(S(=O)(=O)N2CCCN(Cc3nc4ccccc4c(=O)[nH]3)CC2)cc1
  0% | -1% | -5% | 25µM* | 28% | ? | -4% | 0 | -3%
> O=C1NCCN1C(=O)c1ccco1
  -10% | 2% | -1% | 7% | 28% | -4% | 5% | -1 | i
> COc1ccccc1C1CCCN1Cc1nc(-c2cc3c(cc2Cl)OCO3)oc1C (stereo not given)
  13% | 9% | ? | . | -3% | ? | -11% | -6 | i
> COC(=O)c1ccccc1NC(=O)c1ccc2c(c1)CC(C)O2 (stereo not given)
  9% | 1% | -1% | 52%[activator][59 µM] | 104%[activator] | 47%[activator] | -25% | -3 | 5%
> COCCNC(=O)CN(CC1CCCO1)C(=O)CCC(=O)Nc1ccccn1 (stereo not given)
  4% | 2% | 3% | 22%[2.33 µM] | 18% | -12% | 1% | -10 | -8%
> CSCCC1NC(=O)N(C(C)C(=O)Nc2cc(Cl)cc(Cl)c2)C1=O (stereo not given)
  -7% | -7% | -16% | -3% | 0% | -28% | -15% | -4 | -1%
> CC12CCC(=O)N1C(C(=O)N1CCN(c3cccc(Cl)c3)CC1)CS2 (stereo not given)
  -3% | 0% | -4% | -3%[59 µM] | 32% | -5% | -17% | 4 | 9%
> O=C(O)CCc1nn2cc(-c3ccccc3)nc2[nH]c1=O
  -2% | -5% | 7% | ? | 38% | -12% | ? | -7 | -5%
> C/C(=N\Nc1ccc(Cl)cc1)c1ccncc1
  -3% | -30% | ? | ? | 0% | ? | -24% | -4 | 2%
> O=C(CCN1C(=O)[C@@H]2Cc3ccccc3CN2C1=O)NCc1ccccc1
  -9% | -1% | 1% | 24% | 38% | -2% | -12% | -2 | i
> Cc1ccc(NC(=O)CSCC(=O)NNC(=O)c2ccoc2C)cc1
  -12% | -6% | 1% | 7% | 24% | -2% | -7% | -1 | -1%
> COc1ccc(NC(=O)c2cc(-c3ccco3)on2)cc1OC
  29% | -5% | 2% | 50µM* | -18% | -17% | -9% | -12 | -2%
> CC(C)N(C(=O)CSc1nc2ccccc2n1-c1ccccc1)C(C)C
  5% | 5% | -7% | 21%[0.0925 µM] | 40%[activator] | -14% | -20% | 0 | -12%
> Cc1ccc(S(=O)(=O)NCC(=O)OCC(=O)c2c(N)n(C)c(=O)n(C)c2=O)cc1
  3% | -4% | -2% | -11% | 38% | -10% | -15% | -9 | i
> COc1ccc(N(CC(=O)NCc2ccco2)C(=O)CNS(=O)(=O)c2ccc(Cl)cc2)cc1
  5% | -7% | -21% | -2%[59 µM] | 21% | -21% | -22% | -4 | i
> COc1ccc(Cc2nc(-c3cccs3)no2)cc1
  -8% | -5% | 67%[activator] | 113%[activator] | 173%[activator] | 119%[activator] | -13% | -1 | i
> Cc1cccc(NC(=O)CN2C(=O)N/C(=C\c3ccc(N4CCOCC4)cc3)C2=O)c1
  42%[activator] | 5% | 7% | 8% | 25% | -5% | -16% | -4 | 4%
> CC(=O)N1c2ccc(S(=O)(=O)NCCC(=O)Nc3ccc(C)c(F)c3)cc2CC1C (stereo not given)
  -7% | 3% | -14% | -9%[59 µM] | 27% | 3% | -8% | -5 | 0%
> O=C(O)C1CCN(C(=O)CCN2C(=O)S/C(=C\c3ccccc3)C2=O)CC1
  -8% | -2% | -16% | -6%[59 µM] | 59%[activator] | 10% | -13% | 0 | -2%
> O=C(N/N=C/c1sc(N2CCOCC2)nc1-c1ccccc1)c1cccc(S(=O)(=O)N2CCCC2)c1
  ? | -6% | 0% | 22% | 15% | -18% | 1% | -4 | -1%
> O=C1NC2NC(=O)N(C(Cc3ccccc3)C(=O)O)C2N1 (stereo not given)
  2% | 8% | 12% | 10% | 37% | 3% | -8% | -1 | i
> O=c1oc2ccccc2cc1-c1nc2ccccc2o1
  -1% | -4% | 10% | 67%[activator] | 47% | 4% | -7% | -10 | -15%
> C[C@@H](OC(=O)N1CCCCC1)[C@H]1O[C@]2(C)CCCC[C@H]1O2
  4% | 0% | 7% | 12%[0.501 µM] | 28% | -8% | -6% | 2 | -3%
> CN1CCC(=NNC(=O)CN(c2ccccc2)S(=O)(=O)c2ccccc2)CC1
  -1% | -1% | -11% | 25% | 40%[activator] | -4% | -24% | 1 | 0%

# Limited to PGK inhibitor, PI4K2A block and JMJD2A Tudor inh, for some of the entries so far:
canonical_smiles	PGK inhibitor	PI4K2A block	JMJD2A Tudor inh
Cc1cccc(NC(=O)CN2C(=O)N/C(=C\c3ccc(N4CCOCC4)cc3)C2=O)c1	4%	-4	-5%
O=c1oc2ccccc2cc1-c1nc2ccccc2o1	-15%	-10	4%
Cc1ccc(NC(=O)CSCC(=O)NNC(=O)c2ccoc2C)cc1	-1%	-1	-2%
CN1CCC(=NNC(=O)CN(c2ccccc2)S(=O)(=O)c2ccccc2)CC1	0%	1	-4%
Cc1ccc(S(=O)(=O)NCC(=O)OCC(=O)c2c(N)n(C)c(=O)n(C)c2=O)cc1	i	-9	-10%
COc1ccc(NC(=O)c2cc(-c3ccco3)on2)cc1OC	-2%	-12	-17%

# Carrying on:
# Each structure is followed by: Pin1 inh | GLS inh | BAZ2B inh | G9a inh | HP1b binding inh | JMJD2A Tudor inh | POLH inh | PI4K2A block | PGK inhibitor
> CCCC12CN3CC(C)(CN(C1)C3c1ccco1)C2=O (stereo not given)
  0% | 5% | 1% | 19% | -2% | 56µM* | -11% | 1 | 0%
> COC(=O)c1ccc(C2c3c(-c4ccccc4O)n[nH]c3C(=O)N2Cc2ccncc2)cc1 (stereo not given)
  1% | 3% | -15% | 4%[59 µM] | 41%[activator] | -35% | 4% | -2 | -2%
> Cc1ccc2[nH]ccc(=O)c2c1
  -4% | -6% | -1% | -2% | 41%[activator] | -15% | -4% | -3 | i
> N#CC(OC(=O)c1ccccc1)c1cccc([N+](=O)[O-])c1 (stereo not given)
  -2% | -1% | . | . | -16% | ? | -12% | 4 | 3%
> N#Cc1cccc(C(=O)OCC(=O)NC(=O)NC2CCCCC2)c1
  -4% | 5% | 13% | 1% | 24% | -9% | -3% | -2 | 1%
> O=C(CSc1nc2ccccc2c(=O)n1Cc1ccco1)NCc1ccco1
  4% | 7% | ? | ? | -12% | 56µM* | 79µM* | -4 | -10%
> NC(=O)c1ccsc1NC(=O)COc1ccccc1
  ? | 3% | -3% | -34%[59 µM] | ? | 50µM* | ? | 13 | -10%
> O=C(NN=Cc1ccc(O)cc1)c1ccccc1NS(=O)(=O)c1cccs1
  -2% | 34%[activator] | . | . | 19% | -16% | -18% | -4 | -8%
> c1ccc(Cc2c(-c3ccccc3)nc3c4ccccc4ccn23)cc1
  . | 0% | . | . | . | . | -20% | -3 | -7%
> Cc1ccc(-c2cc(C(=O)N3CCN(C4CCS(=O)(=O)C4)CC3)c3ccccc3n2)cc1 (stereo not given)
  1% | 5% | -2% | 4%[2.33 µM] | 40%[activator] | -6% | -11% | 1 | -7%

# Full records, quoted from the list. Order of values: Pin1 inh	GLS inh	BAZ2B inh	G9a inh	HP1b binding inh	JMJD2A Tudor inh	POLH inh	PI4K2A block	PGK inhibitor
# Cc1ccc(-c2cc(C(=O)N3CCN(C4CCS(=O)(=O)C4)CC3)c3ccccc3n2)cc1 (stereo not given) in the list: 1%	5%	-2%	4%[2.33 µM]	40%[activator]	-6%	-11%	1	-7%
# CSCCC1NC(=O)N(C(C)C(=O)Nc2cc(Cl)cc(Cl)c2)C1=O (stereo not given) in the list: -7%	-7%	-16%	-3%	0%	-28%	-15%	-4	-1%
# COCCNC(=O)CN(CC1CCCO1)C(=O)CCC(=O)Nc1ccccn1 (stereo not given) in the list: 4%	2%	3%	22%[2.33 µM]	18%	-12%	1%	-10	-8%
# COc1ccc(Cc2nc(-c3cccs3)no2)cc1 in the list: -8%	-5%	67%[activator]	113%[activator]	173%[activator]	119%[activator]	-13%	-1	i
# N#Cc1cccc(C(=O)OCC(=O)NC(=O)NC2CCCCC2)c1 in the list: -4%	5%	13%	1%	24%	-9%	-3%	-2	1%
